KB-V1 cytotox: qHTS assay for MDR1-selective chemotherapeutics: Primary screen using the drug-selected MDR subline cells KB-V1. Potency, µM (top dose mostly 46.1 µM), for the others: at the top dose activity change, negative = cytotoxicity, most hits filed as cytotoxic. AID 1347076, 2019. KB-V1 MDR cells viability, CellTiter-Glo, 72 h. hit rate 3.4% among 400,000; also: potency is read from the fitted curve at half-maximal effect; % is scaled to controls: 0 for no effect and ±100 for the full control effect; nearly all actives have a fitted effect of over 60% in size
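KB-V1 MDR subline cells in DMEM (phenol-red free, 10% FBS) exposed to compounds in qHTS concentration series for 72 h at 37 degrees C. Viability read by CellTiter-Glo luminescence; concentration-effect curves fitted after normalization and correction.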
HT1080-NT tox: qHTS for induction of synthetic lethality in tumor cells producing 2HG: qHTS for the HT-1080-NT fibrosarcoma cell line | Potency, µM (titrated, usually from 46.1 µM), for inactives: top-dose activity, negative = less viability, most hits filed as cytotoxic | hit rate 1.6% among 360,000 | HT-1080-NT fibrosarcoma viability, CellTiter-Glo ATP luminescence, 48 h;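 also: NT is the 2HG producing partner of a matched IDH1 knockdown line; potency is read from the fitted curve at half-maximal effect; 0% = DMSO-treated cells and -100% = media-only wells without cells; nearly all actives have a fitted effect of over 55% in size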
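Read-out is CellTiter-Glo luminescence after 10 minutes at room temperature, following 48 hours' compound treatment of HT-1080-NT cells (750 cells/well, RPMI, 5% FBS, 37 degrees C).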
S2 tox: Viability Counterscreen for Primary qHTS for Inhibitors of ATXN expression | S2 cells (HEK-293 line with an ATXN2-luciferase reporter) viability, CellTiter-Fluor protease fluorescence, 24 h | Potency, µM (highest dose often 56.7 µM), actives largely listed as cytotoxic | hit rate 0.49% among 400,000; also: potency is read from the fitted curve at half-maximal effect; nearly all actives have a fitted effect of over 40% in size
IL-1B inflam inh: qHTS for Inhibitors of Inflammasome Signaling: IL-1-beta AlphaLISA Primary Screen | activity change, % at 57.5 µM | AID 743279, 2014 | THP-1 LPS/ATP IL-1B secretion, AlphaLISA, 16 h; hits give low values | hit rate 4.7% among 360,000; in the data active = activity change below about -50%; inconclusive = mostly about -30% to -49%; also: % is scaled to controls: 0 for no effect and ±100 for the full control effect
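Secreted IL-1B measured by AlphaLISA bead assay after 16 h compound exposure of THP-1 cells; compounds (final up to 57.5 uM) added 1 h before LPS (250 ng/mL) and ATP (1.25 mM) stimulation; lower signal means less secretion.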
HT1080 IDH1KD tx: qHTS for induction of synthetic lethality in tumor cells producing 2HG: qHTS for the HT-1080-IDH1KD cell line; HT-1080 IDH1 knockdown viability, ATP luminescence, 48 h; hit rate 2% among 360,000; Potency, µM (titrated, usually from 46.1 µM), for inactives: top-dose activity, negative = toxicity, usual class: cytotoxic;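 also: potency is read from the fitted curve at half-maximal effect; 0% = DMSO wells and -100% = cell-free medium wells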
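In this qHTS, HT-1080 cells depleted of IDH1 are exposed for 48 h at 37 °C to compound titrations. Toxicity is scored from CellTiter-Glo luminescence, with DMSO as full viability and medium alone as none.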
KB-3-1 cytotox: qHTS assay for MDR1-selective chemotherapeutics: Primary screen using the parental adenocarcinoma cell KB-3-1; KB-3-1 viability, CellTiter-Glo ATP luminescence, 72 h; Potency, µM (series often up to 46.1 µM), for inactives: at the top dose activity change, negative = cytotoxic, most hits filed as cytotoxic; hit rate 1.4% among 400,000; AID 1347075, 2019; also: potency is read from the fitted curve at half-maximal effect; % is scaled to controls: 0 for no effect and ±100 for the full control effect; nearly all actives have a fitted effect of over 60% in size
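Cytotoxicity measured as CellTiter-Glo luminescence after 72 h at 37 C. Compound titrations were pinned onto drug-naive KB-3-1 parental adenocarcinoma cells grown in DMEM with 10% FBS, and normalized data fitted to concentration-response curves.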
SW480 rereplic: A quantitative high throughput screen for small molecules that induce DNA re-replication in SW480 colon adenocarcinoma cells; hit rate 1.8% among 340,000; SW480 DNA re-replication, Hoechst DNA content imaging, 48 h; Potency, µM (series often up to 46.1 µM), for inactives: top-dose re-replication activation, most hits filed as activators; also: potency is read from the fitted curve at half-maximal effect; % of control where 0% means no effect; nearly all actives have a fitted effect of over 55% in size
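Cells (250 per well) received 23 nL compound or DMSO by pin tool and were kept 48 hr at 37 C, 5% CO2. Nuclei were then stained with Hoechst for 40 min and scanned for DNA content.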
MCF10A rereplic: A quantitative high throughput screen for small molecules that induce DNA re-replication in MCF 10a normal breast cells | MCF 10A DNA re-replication, Hoechst nuclear intensity, 48 h | Potency, µM (doses to about 46.1 µM), inactives show at the top dose activity, positive = re-replication, hits mostly activators | hit rate 2.9% among 350,000 | AID 624296, 2012; also: potency is read from the fitted curve at half-maximal effect; % of control where 0% means no effect; nearly all actives have a fitted effect of over 50% in size
ATXN2 expr inh: Primary qHTS for Inhibitors of ATXN expression; hit rate 0.72% among 360,000; Potency, µM (highest dose often 57 µM), for inactives: at the top dose activity change, negative = inhibition, hits mostly inhibitors; HEK-293 ATXN2-luciferase reporter, luminescence, 24 h; also: potency is read from the fitted curve at half-maximal effect; % is scaled to controls: 0 for no effect and ±100 for the full control effect; nearly all actives have a fitted effect of over 55% in size
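ATXN2-luciferase reporter cells (luciferase flanked by upstream and downstream ATXN2 gene portions) were treated 24 h at 37 °C with compounds at up to 57 uM. SteadyGlo luminescence gave expression; GF-AFC fluorescence gave viability.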
The depositor's hits bear a star; i = inactive; ? = inconclusive; / = not tested or not shown; & = joins results of further samples; [ ] = dose if it differs, or a comment. Unless noted, calls follow the shape of the dose curve; as a rule, active = well fitted curve in the direction sought with a large enough effect; inconclusive = small, poorly fitted or top-dose-only effect, or another doubt; inactive = no such curve, though single readings can be large; an effect the other way counts as inactive or inconclusive. Hits appear at their usual frequency; overall some 11% were active at least once.

no.	Molecule	KB-V1 cytotox	HT1080-NT tox	S2 tox	IL-1B inflam inh	HT1080 IDH1KD tx	KB-3-1 cytotox	SW480 rereplic	MCF10A rereplic	ATXN2 expr inh
1	Cc1ccc(NC(=S)N2CCN(c3nccc(C(F)(F)F)n3)CC2)c(C)c1	?	6%	i	12	11%	12%	-4%	10%	2%
2	CCn1cc(C(=O)NCCc2ccccc2)c(=O)c2cc(S(=O)(=O)N(C)C)ccc21	-3%	12%	i	18	1%	15%	8%	-1%	6%
3	CC1(Cc2ccccc2OC(F)(F)F)C(=O)Nc2ccc(S(=O)(=O)NC3CCCCC3)cc21 (stereo unspecified)	4%	?	?	-2	?	0%	/	/	?
4	CCOc1ccc(NC(=O)CN(C)C(=O)C2COc3ccccc3O2)cc1OCC (stereo unspecified)	1%	0%	i	5	0%	8%	-6%	6%	-14%
5	CCCCNC(=O)CC1N=C2c3ccccc3N=C(SCC(=O)Nc3ccc(OC)cc3)N2C1=O (stereo unspecified)	-23%	-17%	i	14	-24%	9%	4%	-1%	5%
6	COCCN1Cc2cccc(C(=O)Nc3ccc(C(=O)OC)cc3)c2C1=O	0%	/	i	/	/	7%	/	/	-6%
7	CN(C)c1cc(Cl)c2nonc2c1N	?	2%	i	-22	1%	-1%	-4%	-1%	-14%
8	CCC(=O)NC(=S)Nc1ccccc1C(=O)NC1CCCCC1	0%	15%	i	0	16%	?	2%	3%	-6%
9	O=S(=O)(NC1c2cccc3cccc(c23)C1N1CCNCC1)c1ccc(Cl)cc1 (stereo unspecified)	-45%	18µM*	?	-60*	21µM*	?	-2%	6%	-17%[11.3 µM]
10	O=C(CC(c1ccco1)C1CCCCC1=O)c1ccccc1 (stereo unspecified)	?	-10%	i	0	-10%	-4%	21%	?	4%
11	CN(CC(=O)N1CCN(Cc2ccccc2)CC1)S(=O)(=O)c1ccc(Br)cc1	/	0%	i	-3	-4%	/	-4%	-4%	-11%
12	O=C(OCc1ccccc1)N1CCC2CC1c1ccc(/C=C/CCCCl)cc12 (stereo unspecified)	0%	-16%	i	1	?	-26%	/	/	35%[activator]
13	CCc1ccccc1NC(=O)c1ccc2c(O)c(S(=O)(=O)c3ccccc3)c(=O)[nH]c2c1	0%	/	i	/	/	0%	/	/	8%
14	COC(=O)c1cccc(NC(=O)CSc2nc(O)c(-c3ccccc3)c(=O)[nH]2)c1	?	-5%	i	?	-3%	12%	2%	-2%	-3%
15	CC(=O)c1c(C)[nH]c(C(=O)OCC(=O)N2CCCC2=O)c1C	2%	12%	?	9	7%	10%	-6%	-5%	-5%
16	O=C(CCn1cccc1)Nc1ccc(OC(F)(F)F)cc1	0%	8%	i	-27	18%	13%	1%	1%	-8%
17	O=C(COC(=O)C1Cc2ccccc2CN1C(=O)c1ccccc1Cl)Nc1ccc(N2CCOCC2)cc1 (stereo unspecified)	15µM*	-2%	i	1	-2%	10%	26%	8%	-2%
18	CCOc1cc2c(C)cc(=O)oc2cc1Cl	-3%	-8%	i	37	7%[9.24 µM]	6%	-14%	3%	1%
19	O=C(CCCC(=O)N(CC(=O)NC1CCCC1)Cc1ccccc1)Nc1ccccn1	5%	17%	i	18	16%	0%	2%	3%	-12%
20	Oc1ccc2ccccc2c1C=Nc1ccccc1	-13%	-13%	i	36	?	12%	2%	?	5%
21	CCN(CC(=O)Nc1cc(Cl)ccc1C)C(=O)C1CCN(c2ncnc3sc(C)c(C)c23)CC1	?	?	?	-12	?	?	/	/	/
22	Cc1oc2c(C)c3oc(=O)c(CCC(=O)N4CCC(C(=O)NCCC(=O)O)(c5ccccc5)CC4)c(C)c3cc2c1C	-10%	-10%	i	20	-2%	-5%	4%	-1%	-7%
23	C=CCNC(=S)N1CCN(CCN=CC2=C(O)CC(c3ccc(Cl)cc3)CC2=O)CC1 (stereo unspecified)	-3%	-7%	i	20	-6%	6%	0%	20%	-24%
24	COc1ccccc1N1CCN(C(=O)/C=C/c2ccc3c(c2)OCO3)CC1	-18%	10%	i	13	5%	2%	2%	?	-1%
25	COc1ccc2[nH]cc(CCNS(=O)(=O)c3ccc(F)cc3)c2c1	-13%	-10%	i	-3	-9%	1%	0%	8%	-22%[11.3 µM]
26	CCN1CCN(c2oc(-c3ccccc3)nc2S(=O)(=O)c2ccc(C)cc2)CC1	?	-2%	i	-56*	14%	8%	0%	13%	-2%
27	Cc1cc(C)n(-c2nc(SCC(=O)Nc3nccs3)c3c4c(sc3n2)COC(C)(C)C4)n1	?	-9%	?	0	10%[9.24 µM]	8%	-3%	?	-11%
28	COc1ccc(-c2nn(-c3ccccc3)cc2C(=O)NC(=S)NNC(=O)c2ccncc2)cc1	0%	?	i	92	?	?	?	?	?
29	CC(C)=NN1C(=O)c2ccccc2NC1(C)C	-13%	15%	i	-6	17%	-5%	-6%	0%	-14%
30	C=CCNC(=S)Nc1ccccc1-c1nnc2n1CCCCC2	2%	1%	i	15	12%	1%	-9%	0%	2%
31	O=C(Nc1ccc(Cl)c(C(F)(F)F)c1)C1Cc2c(-c3ccccc3Oc3ccccc3)ccnc2O1 (stereo unspecified)	4%	-3%	?	-14	?	0%	/	/	-28%
32	O=C(CSc1ncn[nH]1)CSc1ncn[nH]1	-4%	3%	i	2	1%	-3%	11%	-1%	-20%
33	O=C1c2ccccc2C(c2nnnn2Cc2ccccc2)N1Cc1cccs1 (stereo unspecified)	?	12%&11%	i	0&-6	7%&10%	-17%&16%	/	/	3%&10%
34	COc1ccc2c(C)c(CC(=O)NCCc3ccc(Cl)cc3)c(=O)oc2c1C	-3%	/	i	/	/	11%	/	/	9%
35	COc1cccc(CN(C)C(=O)c2ccc(N3CCCC3)c([N+](=O)[O-])c2)c1	-12%	0%	i	-27	-6%	3%	-2%	14%	-17%
36	COc1ccc(-c2nnc3sc(CCN4C(=O)c5ccccc5C4=O)nn23)cc1	-4%	-2%	i	2	-5%	-6%	-7%[9.22 µM]	0%	-3%
37	Cc1cccc(NC(=O)C2C3CCC4C(CCC32)C4(Cl)Cl)c1 (stereo unspecified)	?	-7%	?	27	-1%	-23%	-2%	-36%[inhibitor]	-12%
38	O=C(CCc1nc(-c2ccccc2)no1)N1CCCC1	-25%	-7%	i	-2	2%	-11%	0%	-1%	47%[activator]
39	CS(=O)(=O)c1ccc2nc(NC(=O)c3ccc(NS(=O)(=O)c4cccc([N+](=O)[O-])c4)cc3)sc2c1	-6%	0%	i	83	-3%	15%	-4%	?	/
40	CCCC(=O)Nc1cc(S(=O)(=O)N(CC)CC)ccc1Cl	-21%	10%	i	-3	17%	15%	9%	2%	-5%
41	COc1ccccc1/C=C/C(=O)NCCc1ccccn1	26%	15%	i	4	-2%	13%	-8%	8%	-3%
42	O=C(NCCc1ccccc1)C1c2ccccc2C(=O)N1Cc1cccs1 (stereo unspecified)	-22%	-1%	i	-20	-4%	2%	-3%	-5%	-7%
43	COc1ccc(-n2c(SCC3OCCO3)nc3c(sc(=S)n3-c3ccccc3)c2=O)cc1OC	-10%	-4%	i	-23	1%	-8%	-1%	0%	-6%
44	CCOC(=O)c1sc2ncnc(N3CCN(c4ccc(OC)cc4)CC3)c2c1C	-25%	-1%	i	-22	-3%	-12%	-1%	2%	-27%
45	CC(C)(C)Nc1nc(Nc2ccc([N+](=O)[O-])cc2)nc(NC(C)(C)C)n1	?	-1%	i	-3	18%	?	-3%	7%	-6%
46	Cc1ccc(Cl)cc1NC(=O)Nn1cnnc1	?	8%	i	12	12%	8%	6%	6%	1%
47	Cc1ccc(S(=O)(=O)N(C)C)cc1-n1c(SCC(=O)N(C)C)nc2ccccc2c1=O	-29%	0%	/	-5	-4%	-8%	?	7%	/
48	N#Cc1ccccc1OCC(=O)OCC(=O)NCc1ccc2c(c1)OCO2	?	0%[9.24 µM]	i	-20	4%	7%	?	5%	-1%

Limited to KB-V1 cytotox and SW480 rereplic, for some of the entries so far:
| cpd | smiles | KB-V1 cytotox | SW480 rereplic |
| --- | --- | --- | --- |
| 45 | CC(C)(C)Nc1nc(Nc2ccc([N+](=O)[O-])cc2)nc(NC(C)(C)C)n1 | ? | -3% |
| 46 | Cc1ccc(Cl)cc1NC(=O)Nn1cnnc1 | ? | 6% |

Other structures follow.
no.	Molecule	KB-V1 cytotox	HT1080-NT tox	S2 tox	IL-1B inflam inh	HT1080 IDH1KD tx	KB-3-1 cytotox	SW480 rereplic	MCF10A rereplic	ATXN2 expr inh
49	CCC(=O)Nc1ccc2nc(C3CC3)n(Cc3ccccc3)c(=O)c2c1	2%	17%	i	-16	14%	4%	-5%	3%	45%[activator]
50	O=C(c1ccc(-c2ccccc2)cc1)C1CCCN(Cc2ccncc2)C1 (stereo unspecified)	-9%	?	i	-86*	-21%	-3%	17%	?	-39%
51	O=C(NCc1ccccn1)C1CCC(CNS(=O)(=O)c2cccc3nsnc23)CC1 (stereo unspecified)	19%	-2%	i	0	-1%	7%	3%	0%	-5%
52	OC(CNCc1ccccc1)COc1ccccc1 (stereo unspecified)	11%	4%	i	0	10%	13%	7%	-2%	7%
53	COc1ccccc1N1CCN(C(=O)c2sc3ncnc(N4CCN(c5ccccn5)CC4)c3c2C)CC1	23µM*	15µM*	?	-75*	29µM*	?	5%	18µM*	?

Screening results deposited in PubChem by National Center for Advancing Translational Sciences (NCATS).
